Compound activity deposited in PubChem BioAssay by National Center for Advancing Translational Sciences (NCATS).
BAZ2B inh: inhibitors of human BAZ2B bromodomain; Q9UIF8; Potency, µM (highest dose often 114 µM), for the others: top-dose activity change, negative = inhibition, most hits filed as inhibitors; AlphaScreen BAZ2B-H3K14Ac peptide displacement; 360,000 compounds, 4.4% hits; further: potency means the concentration at half of the fitted maximal effect; on the % scale 0 is the no-effect control and ±100 the full control effect; nearly all actives have a fitted effect of over 60% in size
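Complex of BAZ2B and biotin-H3K14Ac (50 nM apiece) forms over 30 min at RT, then faces library compounds up to 110 uM for another 30 min; AlphaScreen beads added, 20 min dark incubation, luminescence read.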
G9a block: inhibitors of human histone lysine methyltransferase G9a. Q96KQ7. G9a H3K9 monomethylation, AlphaScreen, 2 h. Potency, µM (top dose mostly 102 µM), inactives show at the highest dose activity, negative = inhibition, usual class: inhibitors. 350,000 compounds, 8.8% hits; further: potency means the concentration at half of the fitted maximal effect; on the % scale 0 is the no-effect control and ±100 the full control effect; nearly all actives have a fitted effect of over 75% in size
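Quantitative HTS format: methyltransferase activity on a biotin-tagged H3K9 peptide is measured by AlphaScreen, using a rabbit anti-monomethyl-H3K9 antibody with streptavidin donor and anti-IgG acceptor beads. Final levels are 20 nM enzyme, 500 nM peptide, 20 uM SAM; 2 h RT.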
ERG-DNA inh: blocks human ERG Ets domain binding to DNA. Potency, µM (series often up to 76.9 µM), inactives show top-dose FP activity, negative = inhibition, actives largely listed as inhibitors. AID 624246. P11308. 370,000 compounds, 0.028% hits. fluorescence polarization, His-ERG Ets domain / labelled DNA; active means well fitted inhibition curve with a large enough effect in the polarisation, with a control signal flat; inconclusive means small, poorly fitted or top-dose-only effect, or effect the other way, or a change in a side signal; inactive means no such curve, though single readings can be large or run the other way; the % refers to the polarisation;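 further: polarization taken with two DNA probes labelled with fluorescein and Texas red; potency means the concentration at half of the fitted maximal effect; % of control where 0% means no effect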
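His-tagged ERG Ets domain (1 uM in the protein solution; 300mM KCl, 50mM Tris-HCl, 1mM EDTA, 1mM DTT, pH 7.5) received compound, then a probe mix of 5 nM fluorescein-DNA and 100nM Texas-615-DNA. Fluorescence polarization was read for both dyes.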
GLS inhibitor: blocks human kidney-isoform glutaminase activity; Potency, µM (series often up to 45.5 µM), for the others: at the highest dose activity change, negative = inhibition, usual class: inhibitors; 410,000 compounds, 0.21% hits; GLS enzymatic activity, qHTS titration; O94925; further: potency means the concentration at half of the fitted maximal effect; on the % scale 0 is the no-effect control and ±100 the full control effect
Target sequence (O94925 whole entry, looked up, canonical isoform): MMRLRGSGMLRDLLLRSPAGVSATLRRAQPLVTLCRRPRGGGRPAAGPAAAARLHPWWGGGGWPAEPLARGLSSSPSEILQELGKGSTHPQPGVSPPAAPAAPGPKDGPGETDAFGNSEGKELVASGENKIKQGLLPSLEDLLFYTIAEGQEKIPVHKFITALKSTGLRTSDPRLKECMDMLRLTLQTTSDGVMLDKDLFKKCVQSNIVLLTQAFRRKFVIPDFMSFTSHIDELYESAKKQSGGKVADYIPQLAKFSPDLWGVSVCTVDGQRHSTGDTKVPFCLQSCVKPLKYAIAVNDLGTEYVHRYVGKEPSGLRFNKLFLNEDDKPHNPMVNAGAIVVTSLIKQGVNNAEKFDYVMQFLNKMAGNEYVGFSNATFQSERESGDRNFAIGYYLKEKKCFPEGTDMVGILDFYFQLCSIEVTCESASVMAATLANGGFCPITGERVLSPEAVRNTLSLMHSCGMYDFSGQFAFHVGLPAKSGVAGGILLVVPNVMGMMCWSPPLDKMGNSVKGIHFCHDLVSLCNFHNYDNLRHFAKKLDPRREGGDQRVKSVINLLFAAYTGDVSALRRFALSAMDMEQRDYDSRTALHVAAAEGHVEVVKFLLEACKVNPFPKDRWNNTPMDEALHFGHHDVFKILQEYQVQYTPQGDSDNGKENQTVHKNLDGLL
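Human kidney-isoform GLS in 45 mM KH2PO4 pH 8.2, 0.02% Tween-20, with compound, started with 1mM L-Glutamine (added stock). Glutamate oxidase/HRP/Amplex red coupled fluorescence read at start and after 30 min at RT.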
Pin1 inhibitor: blocks the human prolyl isomerase Pin1. Q13526. Pin1 FP peptide displacement, HiFluor488, 10 min. Potency, µM (titrated, usually from 115 µM), without a hit: at the highest dose activity, negative = inhibition, actives largely listed as inhibitors. 390,000 compounds, 0.009% hits. AID 504891; active means well fitted inhibition curve with a large enough effect in the polarisation, with a control signal flat, not every such curve was filed as active; inconclusive means small, poorly fitted or top-dose-only effect, or effect the other way, or a change in a side signal; inactive means no such curve, though single readings can be large or run the other way; the % refers to the polarisation; further: potency means the concentration at half of the fitted maximal effect; on the % scale 0 is the no-effect control and ±100 the full control effect
Tb PGK inh: inhibitors of T. brucei phosphoglycerate kinase. P07378. PGK/GAPDH coupled, Kinase-Glo luminescence, 60 min. Potency, µM (highest dose often 57.5 µM), without a hit: at the top dose activity change, negative = inhibition, actives largely listed as inhibitors. 380,000 compounds, 0.043% hits; further: potency means the concentration at half of the fitted maximal effect; on the % scale 0 is the no-effect control and ±100 the full control effect; nearly all actives have a fitted effect of over 60% in size
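Luminescent ATP detection (Kinase-Glo Plus) follows a 60-minute room-temperature incubation, with wells lacking PGK as controls. Buffer: 100 mM TEA (pH 7.6), 5 mM MgCl2, 0.01% Tween-20. Coupling enzyme GAPDH (100 nM final) supplies unstable 1,3-BPG in-well.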
PI4K2A block: blocks human PI4K2A kinase activity. purified PI4K2A, ADP-Glo luminescence, 1 h; active compounds read low. activity change, negative = inhibition, % at 76.9 µM. 420,000 compounds, 0.13% hits. Q9BTU6. AID 1346378; in the data active means activity change below about -50%; inconclusive means mostly about -30% to -49%;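 further: -100% = wells without enzyme as full effect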
Target sequence (Q9BTU6 whole entry, looked up): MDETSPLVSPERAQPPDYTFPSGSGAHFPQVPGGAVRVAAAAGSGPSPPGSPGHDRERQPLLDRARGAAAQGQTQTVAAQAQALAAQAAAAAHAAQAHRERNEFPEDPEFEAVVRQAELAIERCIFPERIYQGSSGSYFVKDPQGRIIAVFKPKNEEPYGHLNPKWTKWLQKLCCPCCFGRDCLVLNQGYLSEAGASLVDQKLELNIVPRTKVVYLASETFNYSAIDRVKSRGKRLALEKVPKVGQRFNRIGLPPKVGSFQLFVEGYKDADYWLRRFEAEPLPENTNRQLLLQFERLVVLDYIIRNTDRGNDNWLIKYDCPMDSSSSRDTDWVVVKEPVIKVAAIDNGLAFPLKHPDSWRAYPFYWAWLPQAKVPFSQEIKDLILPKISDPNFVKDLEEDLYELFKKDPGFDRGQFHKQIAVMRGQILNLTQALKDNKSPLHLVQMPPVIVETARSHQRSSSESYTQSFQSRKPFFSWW
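ADP-Glo luminescence measured ADP generated by PI4K2A enzyme (4 ug/mL before mixing) with 1.2 mM PI substrate (pre-mix) and 300 microM ATP (pre-mix). Tris pH7.5 buffer with MgCl2, Triton X-100; 1 h reaction at ambient temperature.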
JMJD2A Tudor inh: blocks the human JMJD2A Tudor domain. O75164. AlphaScreen JMJD2A-Tudor / H3K4me3 peptide binding. Potency, µM (doses to about 114 µM), inactives show at the highest dose activity change, negative = inhibition, actives largely listed as inhibitors. 390,000 compounds, 4.4% hits; further: potency means the concentration at half of the fitted maximal effect; on the % scale 0 is the no-effect control and ±100 the full control effect; nearly all actives have a fitted effect of over 50% in size
HP1b chromo inh: blocks HP1-beta chromodomain binding to methylated histone tails. AID 540317. 390,000 compounds, 0.56% hits. Potency, µM (titrated, usually from 114 µM), for inactives: at the highest dose activity change, negative = inhibition, hits mostly inhibitors. P83916. AlphaScreen HP1-beta / biotin-H3K9me3 peptide binding; further: potency means the concentration at half of the fitted maximal effect; nearly all actives have a fitted effect of over 70% in size; inactives centre near 23
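HP1-beta protein (50 nM final) preincubated 30 min at room temperature with biotinylated H3(1-18)K9me3 peptide (50 nM) in PBS pH 7.4, 0.01% Tween-20, then compound added for 30 min. AlphaScreen streptavidin donor/nickel chelate acceptor beads (10 ug/mL final), 30 min dark, luminescence read.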
Numbers without * were called inactive; i = inactive; ? = inconclusive; · = not tested or not shown; & = joins results of further samples; [ ] = another dose, or the depositor's remark. Unless noted, the call rests on the fitted dose curve; in most records, active means well fitted curve in the direction sought with a large enough effect; inconclusive means small, poorly fitted or top-dose-only effect, or another doubt; inactive means no such curve, though single readings can be large; an effect the other way counts as inactive or inconclusive.

SMILES | BAZ2B inh | G9a block | ERG-DNA inh | GLS inhibitor | Pin1 inhibitor | Tb PGK inh | PI4K2A block | JMJD2A Tudor inh | HP1b chromo inh
O=C(NCC1CCCO1)C1CCCCN1S(=O)(=O)c1ccc(F)cc1 (stereo unspecified) | -7% | -2%[2.33 µM] | 0% | 1% | -4% | -9% | -3 | -8% | 38%[activator]
Cc1ccc(C2=NS(=O)(=O)N(C)C(C(=O)NCc3ccccc3)=C2)cc1 | 2% | -1% | -3% | 0% | 2% | i | -2 | -26% | 9%
COc1ccc(Nc2oc(/C=C/c3cc(OC)c(OC)c(OC)c3)nc2C#N)cc1 | -28% | -8%[59 µM] | -1% | 9% | 8% | 1% | 1 | -1% | 17%
COc1ccccc1CNC(=O)c1cn(C)c2ccc(S(=O)(=O)N3CCC(C)CC3)cc2c1=O | · | ? | 6% | -2% | -5% | -2% | 1 | -13% | 27%
COc1ccc(C2C=C(c3ccccc3)Nc3nc(NC(=O)/C=C/c4ccccc4)nn32)cc1 (stereo unspecified) | 4% | -35%[59 µM] | 0% | 5% | 8% | i | 0 | 2% | 49%[activator]
O=C(NCc1cccnc1)c1cc(S(=O)(=O)N2CCCC2)c(Cl)cc1Cl | -14% | ? | 10% | -2% | -4% | -8% | 5 | -5% | 14%
COc1cc(OC)cc(C(=O)NCc2n[nH]c(=S)n2-c2ccccc2OC)c1 | 4% | 1µM* | · | 0% | -1% | · | -1 | 10µM* | 22%
COC(=O)c1ccc(NC(=O)CN(Cc2ccccc2)S(=O)(=O)c2ccc(Cl)cc2)cc1 | -5% | -3%[59 µM] | 9% | 2% | ? | 8% | 1 | -10% | -13%
COc1cc(C(=O)Oc2c(OC)cc(C(=S)N3CCOCC3)cc2OC)cc(OC)c1OC | -33% | ? | -4% | -3% | 0% | 4% | 2 | -28% | 21%
CC(=O)NCCc1c(C)n(Cc2ccccc2)c2ccccc12 | ? | · | 8% | -1% | -11% | i | 0 | -34% | 10%
O=C(Cc1ccccc1)Nc1sc2c(c1C(=O)Nc1ccc(Cl)cc1)CCCC2 | ? | 0.32µM* | -5% | -10% | 15%&8% | i | -5 | ? | ?
COCCNc1nnc(SC(C)C(=O)Nc2c(C)n(C)n(-c3ccccc3)c2=O)s1 (stereo unspecified) | -3% | · | 10% | 5% | -4% | -4% | 5 | -15% | 9%
COc1cc(OC)cc(C(=O)N2CCN(C(=O)c3ccc(-c4ccccc4)cc3)CC2)c1 | -20% | ? | -13% | 0% | 3% | 1% | 5 | -11% | 20%
CC(C)(C)C(=O)/C=c1\[nH]c(=O)/c(=C\c2ccc(C#N)cc2)s1 | -2% | 8%[59 µM] | -2% | 6% | 33%[activator] | -2% | 2 | -11% | 25%
CCOc1ccc2oc(C(=O)N3CCN(c4ccccn4)CC3)c(C)c2c1 | ? | 5%[0.501 µM] | 2% | 3% | 4% | i | 2 | -32% | -1%
COc1ccc(/C=N/NC(=O)C2c3ccccc3-c3ccccc32)cc1 | -4% | 45µM* | 1% | 2% | 14% | -7% | -4 | -19% | 29%
COc1ccc(CNC(=O)c2ccc(NC(=O)N3CCSc4ncccc43)cc2)cc1OC | -26% | ? | 9% | 1% | -14% | -1% | 1 | 7% | 40%
CN(C)c1ccc(CNC(=O)CCCn2ccc3cc(S(=O)(=O)N4CCCC4)ccc32)cc1 | ? | 8.9µM* | 3% | 33%[activator] | -1% | -9% | 2 | ? | -13%
Cc1cc(=O)[nH]c2ccc(S(=O)(=O)Nc3ccccc3)cc12 | -16% | 24% | -10% | 15% | 0% | -1% | -17 | -2% | 29%
CCN1C[C@@H]2[C@@H]3C(=O)N(Cc4ccccc4)C(=O)[C@@H]3[C@](C)(C(=O)OC)N2C1=NC1CCCCC1 | · | · | 8% | 21% | 0% | -2% | -2 | -17% | 16%
CCn1c(=O)c(C(=O)NNC(=O)c2ccccc2Br)c(O)c2ccccc21 | 11% | -7% | -8% | 11% | 3% | -1% | -14 | -7% | 33%
CN(C)C(=O)c1cc(C(=O)c2ccccc2Cl)c[nH]1 | -27% | 50%[12.7 µM] | 12% | -8% | 4% | i | -12 | -1% | 31%
Cc1cccc2c1-c1sc(C(=O)NCc3ccc(Cl)cc3)cc1CO2 | 2% | 10%[59 µM] | -6% | -1% | 17% | -10% | 2 | 4% | 34%
CN(C)CCCNC(=O)c1cc(C(=O)Cc2ccccc2)c[nH]1 | -2% | ? | 1% | -13% | 3% | 2% | 3 | -8% | 26%
COc1sc(SC)cc1/C=N/NC(=O)c1ccncc1 | 0% | ? | 6% | -10% | -7% | -5% | -4 | -15% | 9%
O=C(Cc1ccc(Br)cc1)NC1CCN(Cc2ccccc2)CC1 | 4% | 2% | 14% | -1% | -4% | -8% | 6 | -19% | -5%
CC1CCCC(NC(=O)c2cc(S(=O)(=O)N3CCOCC3)ccc2F)C1C (stereo unspecified) | -12% | 13% | 3% | 14% | 3% | 2% | -3 | -5% | 39%[activator]
Cc1oc2ccc(O)c(CN3CCOCC3)c2c1C(=O)Nc1ccc(C(C)C)cc1 | -21% | 2%[59 µM] | -1% | 3% | 3% | i | -4 | -23% | 55%[activator]
O=S(=O)(c1ccccc1)c1ncc(C(F)(F)F)cc1O | -5% | -48% | 7% | 8% | 6% | -4% | 14 | -6% | 34%
CCN(c1ccccc1)S(=O)(=O)c1ccc(Cl)c(NC(=O)CNCc2ccccc2OC)c1 | · | · | 0% | 1% | 4% | i | 6 | 3.2µM* | ?
CCCNC(=O)NC(=O)COC(=O)c1ccc(S(=O)(=O)N(C)c2ccccc2OC)cc1 | -29% | -22% | -10% | -5% | -10% | -7% | 5 | -22% | 20%
Cc1cc2c(cc1S(=O)(=O)N(C)Cc1ccccc1)n(C)c(=O)c(=O)n2C | -5% | 18% | -10% | -11% | -4% | -9% | 2 | -14% | 50%[activator]
CCSc1nnc(NC(=O)CSc2nncc(=O)n2N)s1 | -11% | -40% | 5% | 0% | 4% | -9% | -2 | -18% | 45%[activator]
CCOC(=O)Cn1ccc(NC(=O)c2ccc(F)cc2)n1 | 2% | -2% | 12% | -3% | 1% | -1% | 5 | -2% | 38%[activator]
CCn1c(CNC(=O)c2ccccc2Br)nnc1SCC(=O)Nc1nncs1 | -25% | 37%[activator] | 3% | -5% | 0% | -5% | -2 | -15% | 26%
CNC(=O)c1cccn1-c1ccsc1C(=O)OC | -5% | 0% | 1% | ? | -6% | -4% | 0 | -33%[11.4 µM] | 5%
COC(=O)c1ccc(OCC2c3cc(OC)c(OC)cc3CCN2C(=O)c2ccc(F)cc2)cc1 (stereo unspecified) | -28% | -38%[59 µM] | -2% | 0% | -1% | -4% | 4 | -34% | 33%
O=C(c1ccc(Cl)c(S(=O)(=O)N2CCOCC2)c1)N(Cc1ccco1)Cc1cccs1 | -9% | ? | -8% | 14% | 0% | 10% | 0 | -27% | -2%
Cc1ccc(NC(=O)O/N=C/c2c(C)nn(C(C)(C)C)c2C)cc1Cl | -10% | 47% | 3% | 3% | 11% | -1% | -2 | -10% | 49%[activator]
CCCn1cc(SCC(N)=O)c2ccccc21 | -19% | 33%[12.7 µM] | 3% | 5% | -7% | -10% | 0 | -17% | 21%
COc1ccc(CN=Cc2c(C(=O)O)[nH]c3ccccc23)cc1 | 4% | -31% | -2% | 16% | 12% | -4% | -6 | -4% | 42%[activator]
COc1cccc2c1cc1c(=O)n(CC(=O)N3CCCC3)nc(C)n12 | · | · | ? | 4% | 10% | -5% | 6 | -23% | 41%[activator][57 µM]
CC1(C(=O)CSc2nc3ccccc3[nH]2)CCC(=O)O1 (stereo unspecified) | -5% | ? | 12% | -3% | -4% | -2% | 0 | -14% | 9%
CCCC/C=C/C(NC(=O)c1ccc(C(=O)OC)cc1)c1ccccc1 (stereo unspecified) | · | · | -6% | 0% | 11% | 2% | 4 | -15% | 22%
COc1ccc(NC(=O)CSc2nnc(C3CC3)n2C)cc1 | 2% | -7% | 1% | ? | -5% | i | 3 | 10µM* | 6%
COC(=O)N/C(C)=C1/NC(=O)c2ccccc2C(c2ccccc2)N1 (stereo unspecified) | 0% | ? | -10% | 5% | 2% | -4% | 1 | -12% | 12%
CN(C)C(=O)c1nc2ccc(Cl)cn2c1CN1CCN(c2ncccn2)CC1 | 4% | 13% | -30% | 3% | 4% | -1% | 2 | -9% | 27%
CCc1ccccc1NC(=O)CN1C(=O)c2ccccc2S1(=O)=O | 7% | 13% | -12% | 0% | 0% | -12% | -2 | 0% | 21%
CC(C)(CO)CNC(=O)CCc1nnc(-c2ccc(-c3ccccc3)cc2)o1 | 32%[activator] | · | 1% | -1% | 0% | -4% | 5 | -14% | 25%
COc1cc2[nH]c(C(=O)N3CCN(C)CC3)cc2c(OC)c1OC | 4% | 27% | 7% | 9% | -7% | -9% | -5 | -5% | 33%
COc1cc(C(=O)Nc2nccs2)c(Br)c(OC)c1OC | 1% | 2%[12.7 µM] | 0% | 9% | 1% | -5% | 4 | -10% | 13%
CCOC(=O)C1=C(C)NC(=O)NC1c1cccnc1 (stereo unspecified) | -30% | -38%[59 µM] | 11% | 2% | 2% | 3% | 0 | -12% | 49%[activator]
O=C1NCCCC1C(=O)N/N=C/c1ccccc1 (stereo unspecified) | -4% | 9% | · | -1% | -3% | · | 2 | -10% | 32%
